Yp Topo-I inh: blocks Yersinia pestis topoisomerase I activity. activity, % at 10 µM. actives 0.064% (n = 360,000). AID 504884. Y. pestis Topo-I cleavage product accumulation, plate reader; in the data active = activity above about 50%, passing the limit was not always enough; inconclusive = no clear call, values can overlap the other calls; note: inactives centre near 2
Anthrax LF prot: blocks Bacillus anthracis lethal factor protease. multiplex microsphere protease cleavage assay, LF. inhibition, % at 10 µM. actives 0.12% (n = 360,000). AID 588501; note: plate controls were buffer without enzyme for full effect and enzyme alone for no effect
PrPC TRFRET: cell surface PrPC inhibition, primary TR-FRET screen | inhibition, % at 13.8 µM | actives 0.43% (n = 370,000) | TR-FRET read-out | P04156 | AID 720596; in the data active = inhibition above about 24%; note: 0% = median of the test wells and 100% = reference compound wells
FadD28 binding: blocks FadD28 binding to the bisubstrate probe | fluorescence polarization | inhibition, % at 12.5 µM | actives 0.22% (n = 360,000) | AID 588549; in the data active = inhibition above about 8.5%, passing the limit was not always enough; inconclusive = no clear call, values can overlap the other calls
PfHsp40 yeast: compounds rescuing yeast from Plasmodium falciparum HSP40 toxicity | actives 0.68% (n = 340,000) | growth rescue, % at 12.5 µM | S. cerevisiae expressing PfHsp40, growth rescue, ATP luminescence; in the data active = growth rescue above about 28%, passing the limit was not always enough; inconclusive = no clear call, values can overlap the other calls;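 note: yeast W303a lacking pdr1 and pdr3 grown in galactose medium; growth measured after three days at 30 °C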
BoNT-F LC inh: inhibitors of Botulinum neurotoxin F light chain protease; actives 0.22% (n = 360,000); Multiplex microsphere protease cleavage assay, flow cytometry; inhibition, % at 10 µM; in the data active = inhibition above about 35%, passing the limit was not always enough; inconclusive = no clear call, values can overlap the other calls; note: plate controls were buffer without enzyme for full effect and enzyme alone for no effect
CCHFV vOTU inh: CCHFV vOTU protease inhibition; Pep-AMC fluorescence; inhibition, % at 11.5 µM; actives 0.55% (n = 370,000); in the data active = inhibition above about 30%; note: 0% = vehicle wells with enzyme and 100% = no enzyme wells
TcdB GH inh: blocks C. difficile toxin B glycohydrolase activity; P18177; TcdB glycohydrolase enzymatic assay, plate reader; inhibition, % at 9.99 µM; actives 0.24% (n = 350,000); AID 652162; in the data active = inhibition above about 10%
Target sequence (P18177 whole entry, looked up): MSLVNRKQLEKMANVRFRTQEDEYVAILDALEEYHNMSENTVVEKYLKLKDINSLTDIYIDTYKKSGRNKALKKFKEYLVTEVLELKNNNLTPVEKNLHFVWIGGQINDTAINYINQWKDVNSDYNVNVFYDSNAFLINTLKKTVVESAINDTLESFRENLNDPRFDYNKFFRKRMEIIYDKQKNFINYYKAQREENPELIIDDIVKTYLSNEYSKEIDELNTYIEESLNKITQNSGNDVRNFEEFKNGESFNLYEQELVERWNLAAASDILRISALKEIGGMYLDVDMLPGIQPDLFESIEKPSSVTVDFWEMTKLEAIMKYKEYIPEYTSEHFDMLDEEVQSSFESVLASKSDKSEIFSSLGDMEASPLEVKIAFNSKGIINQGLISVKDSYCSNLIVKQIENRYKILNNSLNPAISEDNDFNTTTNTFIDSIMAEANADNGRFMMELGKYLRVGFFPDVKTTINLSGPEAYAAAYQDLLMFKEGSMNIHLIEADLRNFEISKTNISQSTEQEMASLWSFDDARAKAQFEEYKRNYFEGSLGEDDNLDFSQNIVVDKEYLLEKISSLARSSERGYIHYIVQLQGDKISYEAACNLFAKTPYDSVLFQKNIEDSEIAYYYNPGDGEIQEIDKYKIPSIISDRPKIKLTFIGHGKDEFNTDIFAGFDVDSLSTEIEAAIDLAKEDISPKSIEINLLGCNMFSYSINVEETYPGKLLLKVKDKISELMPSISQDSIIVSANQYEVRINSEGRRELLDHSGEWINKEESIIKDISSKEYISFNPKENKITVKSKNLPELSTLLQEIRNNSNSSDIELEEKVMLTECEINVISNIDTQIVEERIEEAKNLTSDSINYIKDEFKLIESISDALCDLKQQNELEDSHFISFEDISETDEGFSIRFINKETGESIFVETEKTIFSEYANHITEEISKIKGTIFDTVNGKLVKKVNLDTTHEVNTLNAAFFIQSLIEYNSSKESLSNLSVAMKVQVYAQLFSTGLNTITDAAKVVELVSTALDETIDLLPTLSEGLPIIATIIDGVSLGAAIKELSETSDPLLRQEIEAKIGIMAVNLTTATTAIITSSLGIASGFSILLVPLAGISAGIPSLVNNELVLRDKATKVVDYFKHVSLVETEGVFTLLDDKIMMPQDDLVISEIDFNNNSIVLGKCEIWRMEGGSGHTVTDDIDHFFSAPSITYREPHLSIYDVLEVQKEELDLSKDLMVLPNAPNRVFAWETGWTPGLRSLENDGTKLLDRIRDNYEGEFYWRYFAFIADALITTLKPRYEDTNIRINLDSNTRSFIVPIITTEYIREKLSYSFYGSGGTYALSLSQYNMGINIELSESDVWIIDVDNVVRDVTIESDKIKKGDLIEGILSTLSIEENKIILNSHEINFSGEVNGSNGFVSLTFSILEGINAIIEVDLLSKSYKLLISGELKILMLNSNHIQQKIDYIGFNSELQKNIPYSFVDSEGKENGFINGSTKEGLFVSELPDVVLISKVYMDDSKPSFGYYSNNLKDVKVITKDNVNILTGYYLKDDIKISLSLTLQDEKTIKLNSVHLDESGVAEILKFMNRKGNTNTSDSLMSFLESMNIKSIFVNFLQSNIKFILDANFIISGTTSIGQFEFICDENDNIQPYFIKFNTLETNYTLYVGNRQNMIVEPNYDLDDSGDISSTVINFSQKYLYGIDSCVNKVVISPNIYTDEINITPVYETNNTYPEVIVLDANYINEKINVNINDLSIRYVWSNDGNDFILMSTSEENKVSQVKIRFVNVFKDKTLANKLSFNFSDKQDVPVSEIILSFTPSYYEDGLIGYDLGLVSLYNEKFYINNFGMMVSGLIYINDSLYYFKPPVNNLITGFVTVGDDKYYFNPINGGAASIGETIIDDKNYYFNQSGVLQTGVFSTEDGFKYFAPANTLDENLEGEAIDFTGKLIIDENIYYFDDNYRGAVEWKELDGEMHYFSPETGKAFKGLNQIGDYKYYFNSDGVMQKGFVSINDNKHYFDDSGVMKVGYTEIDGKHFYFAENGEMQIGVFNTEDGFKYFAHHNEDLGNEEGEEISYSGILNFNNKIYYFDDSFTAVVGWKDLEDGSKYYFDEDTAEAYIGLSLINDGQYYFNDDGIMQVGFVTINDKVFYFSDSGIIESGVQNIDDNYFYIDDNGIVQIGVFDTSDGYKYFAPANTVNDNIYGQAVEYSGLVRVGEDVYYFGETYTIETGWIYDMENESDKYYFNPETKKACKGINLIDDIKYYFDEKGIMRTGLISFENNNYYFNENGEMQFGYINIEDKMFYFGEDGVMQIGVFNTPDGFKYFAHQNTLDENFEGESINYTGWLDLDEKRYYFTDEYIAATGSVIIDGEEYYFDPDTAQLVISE
BoNT-A LC inh2: BoNT A light chain protease inhibition; multiplex microsphere protease substrate cleavage, flow cytometry; inhibition, % at 10 µM; actives 0.17% (n = 360,000); note: plate controls were buffer without enzyme for full effect and enzyme alone for no effect
* marks the source's active call; other numbers are inactive results; ? = inconclusive; · = not tested or not shown; & = joins results of further samples. Cut-off read from the data, not from the text of the source, unless noted: active = inhibition above about 30%; inconclusive = no clear call, values can overlap the other calls; inactive = below that.

Start of the data: the first three entries (preview)
SMILES | Yp Topo-I inh | Anthrax LF prot | PrPC TRFRET | FadD28 binding | PfHsp40 yeast | BoNT-F LC inh | CCHFV vOTU inh | TcdB GH inh | BoNT-A LC inh2
CCCc1nc2ccccc2[nH]1 | -1 | -4 | 0 | -3.3 | -0.3 | -8 | -3 | · | -1.2
CC(C)(C)N(Cc1ccccc1)C(=O)COC(=O)Cn1[nH]c(=O)c2ccccc2c1=O | 36 | -14 | 6 | -5.5 | · | 4 | -8 | -0.1 | -0.6
CC(C(=O)O)n1nc2ccccc2n1 (stereo not given) | -5 | 1 | -1 | -3.9 | -1.8 | 1 | 17 | · | -0.8

This part in full (from the top)
SMILES | Yp Topo-I inh | Anthrax LF prot | PrPC TRFRET | FadD28 binding | PfHsp40 yeast | BoNT-F LC inh | CCHFV vOTU inh | TcdB GH inh | BoNT-A LC inh2
CCCc1nc2ccccc2[nH]1 | -1 | -4 | 0 | -3.3 | -0.3 | -8 | -3 | · | -1.2
CC(C)(C)N(Cc1ccccc1)C(=O)COC(=O)Cn1[nH]c(=O)c2ccccc2c1=O | 36 | -14 | 6 | -5.5 | · | 4 | -8 | -0.1 | -0.6
CC(C(=O)O)n1nc2ccccc2n1 (stereo not given) | -5 | 1 | -1 | -3.9 | -1.8 | 1 | 17 | · | -0.8
C[C@@H]1CN([C@@H](C)CO)S(=O)(=O)c2ccc(Br)cc2O[C@H]1CN(C)Cc1ccncc1 | 19 | -4 | 6 | -2.2 | · | -3 | 5 | 0.5&0.5 | -0.2
COCOc1ccc(C=O)c(OCOC)c1 | 5 | -1 | -1 | 0.1 | -1.3 | 0 | -2 | -0.2 | 0.3
COc1ccc(NC(=O)COC(=O)c2ccc(-n3nc(C)cc3C)cc2)cc1OC | 24 | -6 | 3 | -2.0 | -1.3 | -1 | 15 | 0.8 | 1.0
CCOC(=O)c1nn(-c2ccc(Cl)cc2)c2nnc(Cc3ccc(C)cc3)c(=O)n12 | 4 | -3 | 2 | -3.1 | 0.6 | 8 | 11 | · | -0.6
COc1ccccc1OCCNC(=O)c1cccc(S(=O)(=O)N2CCN(Cc3ccccc3)CC2)c1 | 16 | -1 | -1 | -1.2 | -0.4 | 4 | 2 | 1.8 | 0.1
O=C(CSc1nnc(Cc2cc(=O)[nH]c(=O)[nH]2)n1-c1ccc(F)cc1)N1CCCCC1 | 7 | -2 | -3 | -2.6 | -1.5 | 0 | -8 | -0.2 | -0.2
COCCCNC(=O)C1CC(=O)N(Cc2ccc(OC)cc2)C1 (stereo not given) | 4 | 6 | 5 | -2.1 | -0.5 | 6 | -15 | · | 0.7
COc1ccc(C(O)P(=O)(OC(C)C)OC(C)C)c(OC)c1 (stereo not given) | 0 | 8 | 12 | 2.1 | -0.4 | ? | -11 | 1.5 | -6.4
CC1CCC2(CC1)NC(=O)c1ccccc1O2 (stereo not given) | 2 | -3 | -3 | -4.9 | -2.1 | -11 | 6 | · | -0.8
Cc1cccc(C)c1NC(=O)C1(NC(=O)C2CCCN2C(=O)OC(C)(C)C)CCCCC1 (stereo not given) | 6 | 0 | 5 | -1.0 | -0.4 | 4 | -5 | · | 2.2
CC(=O)c1ccc(N(CC(=O)NCC2CCCO2)C(=O)CCC(=O)Nc2cc(C)on2)cc1 (stereo not given) | 2 | -1 | -13 | -1.8 | 1.3 | -5 | -4 | 1.4 | -0.3
C/C(=N\S(=O)(=O)c1ccc(C)cc1)N1CCN(S(=O)(=O)c2ccccc2)C1 | 4 | ? | -2 | -1.1 | -0.9 | -14 | -4 | · | -2.2

Entries of single compounds as entered above. Order of screens: Yp Topo-I inh, Anthrax LF prot, PrPC TRFRET, FadD28 binding, PfHsp40 yeast, BoNT-F LC inh, CCHFV vOTU inh, TcdB GH inh, BoNT-A LC inh2
COCCCNC(=O)C1CC(=O)N(Cc2ccc(OC)cc2)C1 (stereo not given) in the list: 4, 6, 5, -2.1, -0.5, 6, -15, ·, 0.7
COc1ccccc1OCCNC(=O)c1cccc(S(=O)(=O)N2CCN(Cc3ccccc3)CC2)c1 in the list: 16, -1, -1, -1.2, -0.4, 4, 2, 1.8, 0.1
CC(=O)c1ccc(N(CC(=O)NCC2CCCO2)C(=O)CCC(=O)Nc2cc(C)on2)cc1 (stereo not given) in the list: 2, -1, -13, -1.8, 1.3, -5, -4, 1.4, -0.3
CC1CCC2(CC1)NC(=O)c1ccccc1O2 (stereo not given) in the list: 2, -3, -3, -4.9, -2.1, -11, 6, ·, -0.8
CC(C(=O)O)n1nc2ccccc2n1 (stereo not given) in the list: -5, 1, -1, -3.9, -1.8, 1, 17, ·, -0.8

The list goes on.
SMILES | Yp Topo-I inh | Anthrax LF prot | PrPC TRFRET | FadD28 binding | PfHsp40 yeast | BoNT-F LC inh | CCHFV vOTU inh | TcdB GH inh | BoNT-A LC inh2
COc1ccc([N+](=O)[O-])cc1NC(=O)c1ccc(N(Cc2ccccc2Cl)S(C)(=O)=O)cc1 | 13 | 1 | 4 | -4.9 | 2.1 | -13 | 1 | · | -1.6
Cc1ccc(-c2nc3ccc(C(=O)O)cc3nc2-c2ccc(C)cc2)cc1 | 8 | 4 | 0 | -14 | -0.1 | -2 | -19 | · | -0.7
COC(=O)Cn1cc(C=C2C(=O)NC(=O)NC2=O)c2ccccc21 | 8 | 12 | -2 | -0.5 | -0.4 | 42* | 0 | 1.0 | 0.2
Cc1ccccc1N=Cc1cc2c(cc1O)OC(N)=C(C#N)C2c1ccccc1 (stereo not given) | -6 | 0 | 9 | -1.5 | 2.8 | 2 | -3 | -0.3 | 5.4
COc1ccc(NC(=S)/N=C(\N)Nc2nc(C)c3ccc(C)cc3n2)cc1 | 0 | -5 | 13 | -4.0 | 1.0 | -3 | 15 | 1.2 | 0.0
CCOC(=O)c1csc(NC(=O)c2cccs2)n1 | 0 | 0 | 11 | -3.8 | -1.6 | -8 | 6 | 0.0 | -2.3
Cc1c(C(=O)N2CCCCC2)c(S(=O)(=O)NCc2ccc(Cl)cc2)c(C)n1C | 9 | 8 | 10 | -6.4 | -0.4 | 11 | 4 | 2.2 | 10
O=C(COC(=O)/C=C/c1ccc(Br)o1)NCCCN1CCCC1=O | -7 | 0 | -9 | -3.6 | -0.5 | 5 | 6 | -1.9 | 0.5
OC(CN=c1sc2ccccc2n1CC(O)COc1ccccc1)COc1ccccc1 (stereo not given) | 15 | 0 | -1 | -4.2 | 4.3 | -1 | 1 | · | -2.0
CNS(=O)(=O)c1cccc(C(=O)OCC(=O)NC2CCCC2)c1 | -1 | 1 | -1 | -2.9 | -1.9 | -4 | 2 | -1.6 | -1.4
O=C(/C=C/c1ccco1)OCc1nnc(-c2ccccc2)o1 | -1 | -1 | 2 | -4.1 | -0.3 | 0 | 2 | -0.8 | -0.4
NC(=O)C1CCN(C2CC(=O)NC2=O)CC1 (stereo not given) | -3 | -11 | -4 | -1.4 | -0.8 | 4 | 11 | 1.1 | -1.1
O=C(CNS(=O)(=O)c1ccccc1)NCC(=O)OCc1ccc(Br)cc1 | 8 | 0 | 2 | -2.8 | -0.2 | -4 | 5 | 1.1 | 0.1
O=C(Cc1ccc([N+](=O)[O-])cc1)Nc1ccc(Br)cn1 | 0 | -1 | -6 | -0.9 | 0.2 | -1 | 14 | 0.4 | 0.4
COc1ccc2nc(SCC(=O)Nc3cc(C)on3)[nH]c2c1 | 6 | -1 | 3 | -1.7 | -0.6 | -16 | -2 | · | -0.2
Cc1noc(/C=C/N(C)C)c1S(=O)(=O)NC1CCCCC1 | 3 | 0 | 7 | -2.7 | -0.9 | -5 | 22 | · | -0.3
CN(C)c1nc(-c2ccccc2)nnc1C(F)(F)F | 4 | -1 | -5 | -1.3 | -0.4 | 0 | 8 | · | 0.8
CCCCNC(=O)CCSc1ccc(C)cc1 | 4 | -1 | 3 | 2.6 | -0.4 | 2 | 9 | · | 0.4
CCOc1ccc(CN2CCN(CCCc3ccccc3)C(CCO)C2)cc1 (stereo not given) | 27 | -12 | -9 | 1.1 | 0.6 | -16 | 0 | 0.5 | -3.0
O=C(Oc1ccc(Br)cc1C(=S)N1CCOCC1)c1cccc([N+](=O)[O-])c1 | 10 | 0 | -8 | -2.1 | 1.2 | 0 | -3 | -0.3 | 2.6
O=C(NCc1ccccc1)c1ccc(Br)cc1Br | -5 | -1 | 8 | -1.2 | 1.9 | 1 | 27 | · | -0.4
COc1ccc2[nH]c3nc(SCC(=O)NC4CC4)nnc3c2c1 | -10 | 0 | -9 | -2.3 | 3.0 | -2 | -3 | 1.2 | 0.2
Cc1cccc(C)c1NC(=O)C(Cl)=C(Cl)Cl | -2 | 0 | 8 | 1.3 | 1.3 | -2 | 5 | -0.1 | -0.7
C[C@H](CCC(=O)O)[C@H]1CC[C@H]2[C@@H]3CC[C@@H]4C[C@H](O)CC[C@]4(C)[C@H]3C[C@H](O)[C@]12C | 8&11&3 | -5&-10&6 | -2&-3&11&-1 | -4.4&-4.5&-0.4 | 1.9&6.6&1.3 | -8&4&6 | 8&9&14&4 | -0.3&0.1&-13&-1.0 | -0.5&-0.8&0.2
CCOC(CNC(=O)c1ccc2c(c1)ncn2-c1ccccc1OC)OCC | -3 | 0 | 10 | 1.7 | · | -14 | 14 | 0.6 | -2.7
COc1ccc(C(=O)OCc2cc(=O)n3ccsc3n2)cc1F | 2 | 5 | 2 | -4.2 | -0.7 | -1 | 26 | -3.0 | 1.0
Cc1c(C(=O)OC(C)C)nnn1-c1nonc1N | 3 | -1 | 10 | -3.1 | 0.4 | 15 | -11 | · | 0.9
CC(=O)c1c(C)[nH]c(C(=O)OCC(=O)N2CC(C)OC(C)C2)c1C (stereo not given) | -11 | -1 | -8 | -0.6 | -0.5 | 2 | 3 | 1.7 | 1.3
COC(=O)CNC(=O)c1ccc(C)s1 | -9 | · | -3 | -3.6 | -1.0 | · | 3 | · | ·
CN(CC(=O)Nc1ccccc1C(F)(F)F)C(=O)c1cc(Cl)nc2ccccc12 | -1 | · | -16 | -2.3 | 3.8 | · | 25 | 1.2 | ·
O=C(c1ccc(N2CCCC2=O)cc1)N1CCN(c2ccccc2Cl)CC1 | 27 | -1 | 8 | -3.4 | -0.6 | -1 | 0 | 2.0 | -0.3
O=C(c1cccc(N2CCCC2=O)c1)N1CCOCC1 | -7 | -6 | -6 | -2.4 | -0.1 | -32 | 14 | · | -2.7
CN(C)c1cc(-c2ccc([N+](=O)[O-])cc2)oc(=O)c1Cl | 6 | · | -22 | -1.6 | -1.4 | · | -2 | 0.6 | ·
CCO[C@@H]1OC(C(=O)O)=C[C@H](c2coc3ccccc3c2=O)[C@H]1CCCO | -13 | 6 | -6 | 0.6 | 0.0 | 5 | -16 | 1.5 | 0.4
O=[N+]([O-])c1ccc(N2CCN(c3ccccc3)CC2)cc1 | -2 | 22 | -5 | -0.2 | -1.3 | -43 | -7 | -0.2 | -1.8
COc1ccc(CCNC(=O)CCN2C(=O)COc3ccccc32)cc1OC | 6 | -1 | -9 | -0.7 | 0.7 | -6 | 17 | 0.6 | 0.0
CCCCc1nnc(SCC(=O)NC2CCCCC2)n1C | -1 | 3 | -6 | -3.2 | -0.3 | 2 | 7 | 0.0 | -1.6
Cc1cc(NC(=O)CN2CCN(c3cccc(Cl)c3)CC2)no1 | 2 | 1 | 2 | -4.1 | 1.0 | -3 | 4 | 0.1 | -0.2
O=C(c1ccc(N2CCOCC2)c([N+](=O)[O-])c1)N1CCCC(C(F)(F)F)C1 (stereo not given) | 8 | -1 | -16 | -2.1 | 1.6 | 5 | 9 | 1.1 | 0.1
CC(=O)Nc1sc2c(c1C(c1ccccc1)N1CCOCC1)CCCC2 (stereo not given) | 5 | -3 | -4 | 0.2 | -0.1 | 4 | 2 | · | -1.1
NC(=O)N/N=C/c1cc(F)cc(F)c1 | -1 | · | -5 | -0.9 | 2.3 | · | 16 | -0.5 | ·
C[C@H]1CC[C@@]2(O[C@@H](CCO)C[C@H](O)[C@H]2O)O1 | -5 | 4 | 6 | -1.0 | -0.1 | 5 | -6 | -1.0 | -0.2
O=C(CSc1ccc(/C=N/NC(=O)c2cccc(F)c2)o1)Nc1ccccc1 | -7 | 1 | -1 | -0.5 | -0.2 | 1 | 1 | · | 0.2

Not a hit list (roughly 2.3% active in at least one column).
